Compound activity (PubChem)
S100A4 MyoIIA = blocks human S100A4 binding to myosin IIA peptide | P26447 | S100A4/TAMRA-MyoIIA peptide fluorescence polarization | inhibition, % at 10.7 µM | hit rate 0.14% among 360,000 | AID 652163;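 active = mean inhibition of at least 70% across replicates, with every replicate also reaching that level; inconclusive = mean inhibition reaches 70% but some replicates fall short; inactive = mean inhibition below 70%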
Target sequence (P26447 whole entry, looked up): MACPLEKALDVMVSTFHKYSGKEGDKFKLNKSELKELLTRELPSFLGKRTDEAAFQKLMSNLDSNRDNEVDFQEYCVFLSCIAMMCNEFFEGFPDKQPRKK
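Test system: S100A4 monomer protein; Medium: HEPES pH 7.2 with CaCl2, KCl, NaCl, DTT, Triton; Probe or stimulus: TAMRA-labelled myosin IIA heavy-chain peptide probe, 5 nM; Doses: one dose per compound; Times: polarization read 5 min after assay mix addition, stable 5–60 min; Benchmarks: neutral control DMSO, positive control TFP.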
E-sel inducer = E-selectin induction on HUVECs. hit rate 0.37% among 260,000. activation, % at 7.58 µM. AID 686992. HUVEC E-selectin immunofluorescence imaging; normalized: neutral wells 0, TNF-alpha wells 100;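 active = mean E-selectin-positive cell signal at least 10% of the positive control, reached in at least 60% of replicates, without over 20% cell loss; inconclusive = no rule given, readout overlaps actives, possibly toxicity-flagged; inactive = the rest, including those meeting only one limit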;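 also: in these data hits start at about 27%; measured in HUVEC primary endothelial cells; signal is the percent of cells scored E-selectin positive by PE staining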
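Read-out basis: % PE-positive cells; Test system: HUVEC primary endothelial cells; Technique: immunofluorescence imaging; Dosing: single-point compound dose.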
PglD DTNB = PglD (C. jejuni) enzyme inhibition; purified PglD enzyme, DTNB colorimetric CoA detection; inhibition, % at 12.5 µM; hit rate 0.098% among 360,000; in the data active = inhibition above about 16%, passing the limit was not always enough; inconclusive = no clear call, values can overlap the other calls; also: strong numbers were not always called active
C2C12 statin = suppression of simvastatin myotoxicity; C2C12 myotubes + simvastatin, ATP luminescence, 48 h; scaled: DMSO 0, geranylgeraniol control 100; rescue of ATP level, % at 7.49 µM; hit rate 0.78% among 330,000; AID 602340;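 active = mean ATP rescue above about 67%, or every replicate alone reaching that limit, limit read from the data, passing the limit was not always enough; inconclusive = no clear call, values can overlap the other calls; inactive = mean under the limit and some replicate under it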;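 also: myotubes were challenged with 10 µM simvastatin during compound exposure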
DENV2 CPE rescue = inhibitors of DENV2 cytopathic effect | DENV2-infected cells, cytopathic effect rescue, plate reader | CPE inhibition, % at 9.99 µM | hit rate 1.7% among 350,000; in the data active = CPE inhibition above about 20%, passing the limit was not always enough; inconclusive = no clear call, values can overlap the other calls; tested in BHK-21 cells;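 also: 0% = median of neutral control wells and 100% = median of positive control wells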
SIRT5 block = inhibitors of human sirtuin-5 desuccinylase. Q9NXA8. inhibition, % at 15 µM. hit rate 1.1% among 330,000. Purified SirT5, succinyl-peptide AMC, trypsin-coupled fluorescence; in the data active = inhibition above about 15%; inconclusive = no clear call, values can overlap the other calls
Target sequence (Q9NXA8 whole entry, looked up): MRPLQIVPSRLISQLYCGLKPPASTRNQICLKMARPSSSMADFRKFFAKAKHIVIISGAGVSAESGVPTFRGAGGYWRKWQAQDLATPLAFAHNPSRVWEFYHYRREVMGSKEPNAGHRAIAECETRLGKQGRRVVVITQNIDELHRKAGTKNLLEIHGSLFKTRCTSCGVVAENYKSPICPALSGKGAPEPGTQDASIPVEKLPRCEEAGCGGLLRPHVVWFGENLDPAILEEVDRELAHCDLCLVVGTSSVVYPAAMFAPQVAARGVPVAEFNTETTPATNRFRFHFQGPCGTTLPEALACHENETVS
ERp5 block = ERp5 (human) disulfide isomerase inhibition; Q15084; ERp5 insulin aggregation, absorbance 650 nm, 90 min; inhibition, % at 9.99 µM; hit rate 0.05% among 350,000;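 active = mean replicate inhibition above about 25%, with every replicate also reaching it, limit read from the data, passing the limit was not always enough; inconclusive = only one of those two criteria met; inactive = neither criterion met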
Target sequence (Q15084 whole entry, looked up): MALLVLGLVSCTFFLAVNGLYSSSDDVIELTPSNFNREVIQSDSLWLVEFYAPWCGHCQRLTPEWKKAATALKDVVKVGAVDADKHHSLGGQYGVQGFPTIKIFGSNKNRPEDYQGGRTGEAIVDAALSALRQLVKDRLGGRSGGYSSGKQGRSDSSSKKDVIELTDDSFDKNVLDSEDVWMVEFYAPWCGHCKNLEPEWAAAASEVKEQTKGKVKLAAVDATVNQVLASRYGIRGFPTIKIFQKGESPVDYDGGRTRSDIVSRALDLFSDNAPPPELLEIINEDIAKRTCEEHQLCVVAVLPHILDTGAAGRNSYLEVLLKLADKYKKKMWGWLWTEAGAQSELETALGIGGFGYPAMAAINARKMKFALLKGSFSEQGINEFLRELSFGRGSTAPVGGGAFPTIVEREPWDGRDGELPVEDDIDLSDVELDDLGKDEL
* hit, by the source's call; ? = inconclusive; nt = no result given; & = joins results of further samples. Some of the compounds tested; rates above refer to the full screens.

SMILES	S100A4 MyoIIA	E-sel inducer	PglD DTNB	C2C12 statin	DENV2 CPE rescue	SIRT5 block	ERp5 block
CN(C)S(=O)(=O)c1ccc(N)c([N+](=O)[O-])c1	-3	0.0	-3	5	-1	2	2
NNC(=O)/C=C/c1ccc(Cl)cc1Cl	8	nt	nt	nt	-4	1	1
CCC12CCC3c4ccc(O)cc4CCC3C1CC(O)C2O (configuration not stated)	2	-0.4	nt	6	-11	1	-11
CC(C)(C)c1ccc(C(=O)Nc2ccc(C(=O)NCc3cccnc3)cc2)cc1	-6	nt	6	-55	2	1	2
CC12CCC(C(=O)N/N=C/c3ccc(O)cc3O)(OC1=O)C2(C)C (configuration not stated)	24	nt	nt	nt	8	4	-4
CCCCNC(=O)c1sc2ncnc(N3CCc4ccccc4C3)c2c1C	2	nt	-15	-1	1	-1	-1
O=c1[nH]c2ccccc2c(O)c1-c1cc2ccccc2oc1=O	-4	nt	nt	nt	-4	4	-1
Cc1ccc(NC(=O)c2ncn(CCCNCc3ccccc3)n2)cc1C	-6	-0.3	-1	-5	-3	-2	0
C[C@H](CO)N1C[C@H](C)[C@H](CN(C)S(C)(=O)=O)OCCCC[C@H](C)Oc2ccc(NS(=O)(=O)c3cccs3)cc2C1=O	-50	0.1	2	nt	-3	3	-1
CCC(=O)NC[C@H]1[C@@H](c2ccccc2)[C@@H](CO)N1C(=O)C1CCC1	-4	0.5	0	10	19	2	-3
Cc1onc(-c2c(F)cccc2Cl)c1C(=O)Nc1nc2c(s1)CCCC2	0	nt	-4	11	-11	-2	3
Cc1cc(C(=O)OCC(=O)Nc2cccc(S(N)(=O)=O)c2)c2ccccc2n1	-17	0.2	4	nt	1	10	7

Entries of single compounds as entered above. Values in the order: S100A4 MyoIIA | E-sel inducer | PglD DTNB | C2C12 statin | DENV2 CPE rescue | SIRT5 block | ERp5 block
Entry for CC12CCC(C(=O)N/N=C/c3ccc(O)cc3O)(OC1=O)C2(C)C (configuration not stated) = 24 | nt | nt | nt | 8 | 4 | -4
Entry for CCCCNC(=O)c1sc2ncnc(N3CCc4ccccc4C3)c2c1C = 2 | nt | -15 | -1 | 1 | -1 | -1
Entry for CCC12CCC3c4ccc(O)cc4CCC3C1CC(O)C2O (configuration not stated) = 2 | -0.4 | nt | 6 | -11 | 1 | -11
Entry for CCC(=O)NC[C@H]1[C@@H](c2ccccc2)[C@@H](CO)N1C(=O)C1CCC1 = -4 | 0.5 | 0 | 10 | 19 | 2 | -3
Entry for NNC(=O)/C=C/c1ccc(Cl)cc1Cl = 8 | nt | nt | nt | -4 | 1 | 1

Returning to the listing with the 2 entries that preceded the break.
SMILES	S100A4 MyoIIA	E-sel inducer	PglD DTNB	C2C12 statin	DENV2 CPE rescue	SIRT5 block	ERp5 block
Cc1onc(-c2c(F)cccc2Cl)c1C(=O)Nc1nc2c(s1)CCCC2	0	nt	-4	11	-11	-2	3
Cc1cc(C(=O)OCC(=O)Nc2cccc(S(N)(=O)=O)c2)c2ccccc2n1	-17	0.2	4	nt	1	10	7
C[C@H](NC(=O)C[C@H]1C[C@H]2c3cc(NC(=O)C4CCC4)ccc3O[C@H]2[C@H](CO)O1)c1ccccc1	5	6.2	0	3	3	-5	9
S=C(NCc1cccnc1)c1ccccc1	-5	0.0	0	8	-2	1	4
Cc1noc(C)c1NC(=O)N(C)C[C@H]1Oc2ccc(NC(=O)CCC(F)(F)F)cc2C(=O)N([C@H](C)CO)C[C@@H]1C	26&0	-1.5&-0.1	-1&2	-7&3	2&2	-2	-1&7
C[C@@H]1CN([C@H](C)CO)C(=O)c2cc(NC(=O)CCCN(C)C)ccc2O[C@H]1CN(C)Cc1ccc(Oc2ccccc2)cc1	9	-2.0	3	-37	-2	-2	0
CC1=C(C(=O)N2CCOCC2)CC(CC(=O)NCc2cccc3ccccc23)C(=O)N1Cc1ccc(F)cc1 (configuration not stated)	2	-0.2	5	-8	-4	1	-2
COC(=O)c1ccc(CC2(C)C(=O)Nc3ccc(OC(F)(F)F)cc32)o1 (configuration not stated)	-10	-0.3	-2	-1	14	-1	5
COc1cccc(NC(=O)CN(C)C(=O)CCCNC(=O)c2ccc(Cl)cc2)c1	-4	nt	0	0	?	-1	6
COc1ccc(NS(=O)(=O)c2cccc(Cl)c2)cc1S(=O)(=O)N1CCCCC1	3	nt	-1	nt	-4	0	-10
O=C(CSc1ncc(-c2ccccc2)n1C1CCCC1)N1CCc2ccccc21	-2	nt	4	24	-3	-6	1
CCc1nc(CNC(=O)C2CCC(=O)N(Cc3ccccc3F)C2)no1 (configuration not stated)	4	nt	-3	-2	-3	3	-2
COCCNC(=O)c1cc(OC)c(OC)cc1[N+](=O)[O-]	-1	nt	nt	nt	1	1	-1
CC(C)(C)S(=O)(=O)N1C[C@@H]2CC/C=C\C/C(c3ccccc3)=C\2[C@H]1CCO	1	-0.9	-7	19	5	5	22

Taken from above:
Value of `COCCNC(=O)c1cc(OC)c(OC)cc1[N+](=O)[O-]` under SIRT5 block: 1
Value of `CC1=C(C(=O)N2CCOCC2)CC(CC(=O)NCc2cccc3ccccc23)C(=O)N1Cc1ccc(F)cc1` (configuration not stated) under DENV2 CPE rescue: -4
Value of `C[C@@H]1CN([C@H](C)CO)C(=O)c2cc(NC(=O)CCCN(C)C)ccc2O[C@H]1CN(C)Cc1ccc(Oc2ccccc2)cc1` under PglD DTNB: 3
Value of `COC(=O)c1ccc(CC2(C)C(=O)Nc3ccc(OC(F)(F)F)cc32)o1` (configuration not stated) under SIRT5 block: -1

(listing goes on)
SMILES	S100A4 MyoIIA	E-sel inducer	PglD DTNB	C2C12 statin	DENV2 CPE rescue	SIRT5 block	ERp5 block
CC(CCl)OC(C)CCl (configuration not stated)	-8	nt	2	3	-5	nt	4
CSc1nc(N)n2nccc2n1	2	-0.1	nt	nt	4	0	2
CCN(CC)c1cc(Cl)c2nonc2c1N	-12	0.1	0	-4	0	nt	3
Cc1noc(C)c1S(=O)(=O)N(C)C[C@@H]1Oc2ccc(NC(=O)Cc3ccccc3)cc2CC(=O)N([C@H](C)CO)C[C@@H]1C	nt	-2.1	4	5	6	nt	nt
C[C@@H]1CCCCO[C@@H](CN(C)S(=O)(=O)c2ccc(Cl)cc2)[C@H](C)CN([C@@H](C)CO)C(=O)c2cc(NS(C)(=O)=O)ccc2O1	-17	0.1	-3	-1	-7	-8	-6
COc1ccc(NS(=O)(=O)c2cccc(C(=O)N/N=C(\C)c3cccnc3)c2)cc1	-4	nt	-1	-2	-6	-2	10
Cc1nnc(NC(=O)c2ccc(S(=O)(=O)N(C)c3ccccc3)cc2)s1	8	nt	4	16	-4	-1	-7
O=C(CN1CCN(C(=O)C2CC2)CC1)Nc1cc(C(F)(F)F)cc(C(F)(F)F)c1	-21	2.2	-5	9	?	-4	2
O=C1c2ccccc2NC(c2ccc([N+](=O)[O-])cc2)N1O (configuration not stated)	1	nt	-6	4	-2	-1	5
O=C(CN1CCN(S(=O)(=O)c2ccccc2)CC1)Nc1ccnn1C1CCCC1	0	-1.8	4	1	4	1	-1
C[C@H]1CN([C@@H](C)CO)C(=O)c2cc(NC(=O)Nc3ccc(C(F)(F)F)cc3)ccc2O[C@@H]1CN(C)S(=O)(=O)c1ccc(F)cc1	14	4.0	-3	-127	-4	-6	7
CCCNc1c(NC(=O)COc2ccc(Cl)cc2)c(=O)oc2ccccc12	8	0.1	3	25	2	-3	4
C/C=C/c1ccc([C@H]2[C@@H](CO)N(C(=O)CC)[C@@H]2CNC(=O)c2ccncc2)cc1	nt	-0.1	-2	7	-1	nt	nt
CNC(=O)c1ccc(-c2nc(-c3ccccc3)cs2)cc1	4	nt	nt	-4	-2	2	1
O=C(C[C@H]1CC[C@@H]2[C@H](COC[C@H](O)CN2C(=O)C2CC2)O1)NCc1ccncc1	5	0.0	0	7	5	-5	-3
Cc1cccc(Nc2nnc(SCC(=O)NC3CCCc4ccccc43)s2)c1C (configuration not stated)	0	-1.2	nt	nt	5	9	?
COc1ccc2c3c([nH]c2c1)[C@H](CO)N(C(=O)C1CCC1)CC31CN(Cc2cccc(F)c2)C1	9	-0.4	nt	nt	9	-18	-4
C[C@@H]1CN([C@H](C)CO)C(=O)c2cc(NS(=O)(=O)c3ccc(F)cc3)ccc2O[C@@H](C)CCCCO[C@@H]1CN(C)Cc1ccc2c(c1)OCO2	-31	nt	-2	nt	-1	1	-3
Cc1cccc(C(=O)OCC(=O)N(CC(C)C)c2c(N)n(Cc3ccccc3)c(=O)[nH]c2=O)c1C	-5	-0.1	-6	-5	-1	-3	-1
CN1CC(=O)N(CC(=O)NC2CCCCC2)C1=O	-11	-0.7	1	3	?	-1	1
CC(Oc1ccc2c3c(c(=O)oc2c1)CCC3)C(=O)NCCN1CCOCC1 (configuration not stated)	-3	nt	3	2	0	0	12
COc1ccc(NC2=NCC(Cc3ccc(Br)cc3)S2)cc1 (configuration not stated)	1	-0.1	nt	nt	16	-1	0
CC(=O)NC(=S)Nc1ccc(NC(=S)NC(=O)c2ccc([N+](=O)[O-])cc2)cc1	1	0.0	nt	nt	2	-4	6
CCOC(=O)c1ccc(NC(=O)Cn2cc3c(n2)CCC(C)C3)cc1 (configuration not stated)	-7	-0.1	0	2	-2	nt	7
O=C(NCCS(=O)(=O)NCc1ccccn1)c1ccccc1	0	nt	0	2	0	-4	1
COc1ccc(C(=O)OCC(=O)NC2CCCC2)c(OC)c1	-12	nt	-3	1	-3	-2	7
CCOC(=O)C1(Cc2ccccc2C)CCCN(C(=O)CCc2c(C)noc2C)C1 (configuration not stated)	1	nt	5	1	50*	-12	3
O=C(C1CCOCC1)N1CC2(C1)[C@@H](c1ccccc1)[C@H](CO)N2C(=O)CC1CC1	-4	0.0	nt	nt	1	1	-1
COCCCN1C(=O)C(CC(=O)NCC2CCCCC2)CC(C(=O)N(C)C)=C1C (configuration not stated)	-11	nt	-2	-5	-7	5	3
Cc1nc(C)n(CC(=O)N2CCCC(C(=O)c3ccc(Cl)cc3C)C2)n1 (configuration not stated)	4	1.2	nt	nt	8	1	0
COc1cccc(S(=O)(=O)N2C[C@H](O)COC[C@H]3O[C@H](CC(=O)Nc4ccccc4)CC[C@@H]32)c1	-1	0.0	0	6	-5	12	-1
CCc1noc(C)c1C(=O)N1CCCC(N2CCN(c3ccc(F)cc3)CC2)C1 (configuration not stated)	-2	0.2	-8	5	5	0	5
CCOC(=O)C1=CNS(=O)(=O)NC1c1ccc(C#N)cc1 (configuration not stated)	1	nt	1	-6	11	-8	0
COC(=O)c1cnn(-c2ccccc2)c1/C=N/NC(=S)Nc1ccc(Cl)cc1	2	nt	-6	nt	-1	-1	2
CS(=O)(=O)N1[C@H](C#N)[C@H](c2ccc(C#CC3CC3)cc2)[C@H]1CO	4	0.2	0	-15	5	3	11
COc1cccc(-c2cc(C(=O)N3CCN(c4ccc(F)cc4)CC3)no2)c1	6	nt	3	-4	2	4	1
Cc1cccc(-n2nnnc2-c2cnccc2C(F)(F)F)c1C	4	nt	nt	nt	?	-3	2
CCC(=O)N(CCC(Cc1ccccc1)c1ccco1)Cc1ccco1 (configuration not stated)	-6	-3.7	-2	-7	-2	0	-5
CNC[C@@H]1Oc2ncc(-c3ccc(C#N)cc3)cc2C(=O)N([C@H](C)CO)C[C@@H]1C	-3	0.0	-2	nt	-4	-10	-2
CN1C(=O)c2cc(NC(=O)C3CCCC3)ccc2OC[C@H]2O[C@@H](CC(=O)NCCc3ccncc3)CC[C@@H]21	11	0.0	nt	nt	11	5	-7
O=C(NCc1ccco1)c1cc(-c2ccco2)on1	13	nt	nt	-4	-1	-5	-10
Cc1ccc(C(=O)CN(CCCC(N)=O)C(=O)c2ccncc2)cc1	-7	0.3	-4	-6	6	-2	-8
